SUMO1 PPI mod: alters human SUMO1 binding to SIM partners | SUMO1 binding to a labelled peptide, TR-FRET, 1 h | 360,000 tested, 0.33% active | inhibition, % at 20 µM; in the data active means inhibition above about 37%
Target sequence (P63165 whole entry, looked up): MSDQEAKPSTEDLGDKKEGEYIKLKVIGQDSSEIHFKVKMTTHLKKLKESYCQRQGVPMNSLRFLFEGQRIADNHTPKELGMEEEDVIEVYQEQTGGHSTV
Tb MetRS inh: blocks T. brucei methionyl-tRNA synthetase activity; AID 624268; purified T. brucei MetRS, ATP depletion, Kinase-Glo luminescence; inhibition, % at 11.9 µM; 360,000 tested, 0.4% active;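 active means inhibition above a per-plate cutoff of the control wells' mean inhibition plus 3 SD, cut at about 5.5% in these data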;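 further: 0% = DMSO wells median and 100% = median of wells with control inhibitor compound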
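Dosing: 11.9 µM single point; system: parasite MetRS enzyme; technique: luminescence of leftover ATP; times: 15 min enzyme-compound preincubation, 2 h reaction, 10 min detection, 25 °C; replicates: each compound tested once; read-out basis: percent inhibition relative to median high and low control wells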
STEP inh: STEP (human) phosphatase inhibition | P54829 | recombinant STEP, OMFP fluorogenic substrate, fluorescence | AID 588621 | inhibition, % at 20 µM | 360,000 tested, 0.25% active;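 active means inhibition at 20 µM, scaled per plate between control wells, above about 37%, limit read from the data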;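 further: 0% = DMSO with enzyme and substrate and 100% = substrate only without enzyme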
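System: STEP phosphatase, cell-free reaction; Buffer or medium: Bis-Tris pH 6.0 buffer with DTT, detergent; Incubation: 20 min at room temperature, dark; Measured by: fluorescence, 480/540 nm.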
LMPTP inh: LMPTP (human) inhibition; P24666; recombinant LMPTP-A, OMFP fluorogenic substrate, fluorescence intensity; inhibition, % at 20 µM; 360,000 tested, 0.22% active;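 active means compounds that cut the enzyme signal by at least half of the control window in the single-dose screen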;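 further: plate controls were DMSO wells with enzyme plus substrate for no effect and substrate without enzyme for full effect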
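Test system: LMPTP-A phosphatase enzyme. Amount: LMPTP-A at 0.625 nM final in the reaction. Reagent: OMFP substrate, 400 µM final. Times: 50 min at room temperature. Signal: endpoint fluorescence intensity from OMFP dephosphorylation. Read-out basis: % inhibition. Benchmarks: no-enzyme and uninhibited controls.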
Rpn11 block: Rpn11 (human) deubiquitinase inhibition | 360,000 tested, 0.59% active | O00487 | AID 588493 | calls only at 20 µM | human 26S proteasome, Ub4-pepOG fluorescence polarization; 20S core pre-blocked with epoxomicin;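 active means inhibition at 20 µM, scaled to each plate's controls, above about 33%, limit read from the data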
Target sequence (O00487 whole entry, looked up): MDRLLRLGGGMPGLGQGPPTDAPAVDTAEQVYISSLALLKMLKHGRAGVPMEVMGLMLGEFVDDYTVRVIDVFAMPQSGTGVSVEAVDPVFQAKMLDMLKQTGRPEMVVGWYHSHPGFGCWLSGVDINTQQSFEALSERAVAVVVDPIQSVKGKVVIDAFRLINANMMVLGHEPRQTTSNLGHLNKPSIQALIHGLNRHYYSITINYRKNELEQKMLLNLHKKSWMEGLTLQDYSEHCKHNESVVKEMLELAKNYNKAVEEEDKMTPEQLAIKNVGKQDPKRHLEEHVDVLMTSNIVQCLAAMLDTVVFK
MsrA inh: inhibitors of bovine MsrA; purified bovine MsrA, absorbance read-out; inhibition, % at 15.5 µM; 360,000 tested, 0.75% active; in the data active means inhibition above about 4.5%;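 further: 0% = vehicle wells with enzyme and 100% = reference inhibitor wells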
Scp-1 inhibitor: blocks human Scp-1 phosphatase activity | Q9GZU7 | Recombinant Scp1, phosphopeptide, malachite green phosphate absorbance | inhibition, % at 20 µM | 340,000 tested, 0.88% active | AID 493091;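 active means inhibition above about 50% at 20 µM, limit read from the data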;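 further: plate controls were DMSO wells with enzyme for no effect and wells lacking enzyme for full effect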
Target sequence (Q9GZU7 76-261 limits assumed): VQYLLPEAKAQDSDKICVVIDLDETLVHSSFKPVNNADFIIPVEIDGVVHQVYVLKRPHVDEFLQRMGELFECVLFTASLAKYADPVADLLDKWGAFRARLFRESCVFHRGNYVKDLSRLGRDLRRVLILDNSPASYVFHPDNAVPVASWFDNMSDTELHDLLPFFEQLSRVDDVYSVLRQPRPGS
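Test system: SCP-1 phosphatase catalytic domain, residues 76-261 | Compound dosing: One concentration, 20 µM, with 1.0% DMSO | Schedule: 45 min room-temperature reaction, 5 min colour, 30 min stabiliser | Detection: Absorbance at 630 nm | Read-out basis: % inhibition of SCP-1 phosphate liberation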
NadD block: inhibitors of Staphylococcus aureus NadD; purified NadD enzyme, colorimetric absorbance read-out; inhibition, % at 20 µM; 360,000 tested, 0.78% active; in the data active means inhibition above about 26%; further: some compounds past the cut are filed as inactive
CSN inh: inhibitors of human CSN-mediated cullin deneddylation; Q92905; inhibition, % at 12.5 µM; 360,000 tested, 0.38% active; Purified CSN, SCF-Nedd8-OG deneddylation, fluorescence polarization; AID 651999;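 active means pattern-corrected inhibition above about 35%, with an unprinted fluorescence ratio check between 0.5 and 1.5, limit read from the data, passing the limit was not always enough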;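 further: 0% = enzyme with substrate and 100% = substrate without enzyme; some results filed as inactive read as strong as hits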
Target sequence (Q92905 whole entry, looked up, one chain of several): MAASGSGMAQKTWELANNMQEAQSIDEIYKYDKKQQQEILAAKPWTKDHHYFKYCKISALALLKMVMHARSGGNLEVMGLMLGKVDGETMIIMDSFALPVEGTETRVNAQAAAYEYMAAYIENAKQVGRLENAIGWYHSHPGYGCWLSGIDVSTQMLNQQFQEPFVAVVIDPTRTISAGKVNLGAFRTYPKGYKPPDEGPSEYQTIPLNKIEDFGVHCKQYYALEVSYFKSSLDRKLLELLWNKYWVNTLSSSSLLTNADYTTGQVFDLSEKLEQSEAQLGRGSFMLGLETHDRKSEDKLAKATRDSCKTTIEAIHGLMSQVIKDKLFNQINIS
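Material: purified human Csn5 enzyme expressed in HEK293T cells / Medium: Tris buffer pH 7.5, NaCl, DTT, Tween-20, trehalose, ovalbumin / Compound dosing: 12.5 µM single point / Schedule: 90 min incubation of compound, enzyme and substrate at room temperature / Signal: fluorescence polarization of the substrate / Control set: no-enzyme wells high, enzyme-with-substrate wells low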
DNMT1 inh: DNMT1 (human) enzyme inhibition. inhibition (reported as % activation of signal), % at 10 µM. AID 588458. 360,000 tested, 0.83% active. DNMT1 molecular beacon, Hinp1I cleavage, fluorescence. P26358; in the data active means inhibition above about 50%
Numbers without * were called inactive; i = inactive; nt = not tested or not shown.

SMILES	SUMO1 PPI mod	Tb MetRS inh	STEP inh	LMPTP inh	Rpn11 block	MsrA inh	Scp-1 inhibitor	NadD block	CSN inh	DNMT1 inh
CCOc1ccccc1NC(=O)C1CCN(S(=O)(=O)c2ccc(OC)c(OC)c2)CC1	1.0	-1.0	1.2	-0.6	i	-0.7	22.4	-0.3	3.0	-4.8
CN(C)/C=N/C(=S)Nc1ccc(Br)cc1F	0.0	-0.8	-2.2	0.5	i	0.5	-6.0	-6.4	1.4	2.9
O=C(NCC1CCCO1)c1ccc2c(c1)C(=O)N(c1cccc([N+](=O)[O-])c1)C2=O (centres undefined)	-42.1	-1.1	-2.6	0.3	i	-0.7	14.4	-1.2	3.0	1.1
CCN(CC)C(=O)Cn1cc(S(=O)(=O)CC(=O)NCCc2ccccc2)c2ccccc21	-2.5	-0.1	-5.9	-0.7	i	0.1	-4.5	0.4	-1.3	-0.4
CCOc1ccccc1/C=N/NC(=O)c1cccc(S(=O)(=O)N(CC)CC)c1	3.5	0.1	3.0	0.1	i	0.2	-6.5	-1.7	-1.4	-1.5
COc1cc(/C=N/N=C(/C(=O)c2ccccc2)c2ccccc2)cc(OC)c1O	-10.9	0.2	-3.6	2.5	i	-0.8	-7.6	-4.7	3.2	-5.0
Cc1cc(C(=O)COc2ccccc2C#N)c(C)n1C1CC1	4.0	-0.5	0.8	0.2	i	-1.2	-11.1	-5.3	1.2	-2.3
CC(=O)Nc1ccc(S(=O)(=O)N(C)c2ccc(OCC(=O)NCCc3ccccc3F)cc2)cc1	29.2	-0.2	-2.7	-0.3	i	-0.5	-4.9	-2.0	-0.3	-1.4
CC1(C(=O)NS(=O)(=O)Cc2ccccc2)CCN1C(=O)Cc1cc(F)ccc1F (centres undefined)	1.2	-0.2	-1.9	-3.4	i	0.7	nt	-6.6	-2.1	2.0
COc1cc(CC(=O)OCC(=O)Nc2cc([N+](=O)[O-])ccc2F)cc(OC)c1OC	-13.8	0.2	8.3	-2.0	i	0.5	2.9	-0.9	4.5	0.6
Cc1ccc2c(C)c(C(=O)N3CCCCC3CO)oc2c1C (centres undefined)	-2.1	-0.4	-1.3	0.1	i	1.6	-3.1	-1.3	1.6	-3.5
CC(C)C(=O)NNS(=O)(=O)c1ccccc1[N+](=O)[O-]	-4.4	-0.8	-0.8	0.5	i	0.5	2.4	3.1	-17.1	4.2
Cn1ccnc1SCC(=O)NC1CCCC1	5.2	-0.3	0.2	-1.6	i	-0.8	28.1	7.9	-4.5	1.0
Cc1ccc(SCCC(=O)OC(C)C(=O)Nc2ccccc2)cc1 (centres undefined)	2.0	-0.3	-1.4	-0.3	i	1.8	2.2	-7.2	-1.4	3.6
O=C(NCc1cccnc1)c1nc(-c2ccccc2)n(-c2ccccc2)n1	-1.1	0.3	1.1	0.2	i	0.8	-7.1	-5.6	1.3	2.9
O=C(O)c1ccc2c(c1)C(=O)N(c1ccc(Cl)cn1)C2=O	-20.2	-0.7	1.8	-1.2	i	-0.7	9.2	5.1	1.1	3.1
COc1cc(C)nc(Oc2ccc(/C=N/O)cc2)n1	-2.3	-0.6	-0.2	-0.4	i	-0.7	-3.0	-2.1	-3.3	0.3
COC(=O)c1[nH]c2ccc(F)cc2c1NS(=O)(=O)c1ccc(F)c(C)c1	-4.2	-0.6	-1.6	0.7	i	-1.4	-5.1	-6.4	0.4	-9.6
CCSC1(SCC)N=C(N)C2(C#N)C(c3ccc(OC)c(OC)c3OC)C12C#N (centres undefined)	-0.1	0.5	-4.2	-0.3	i	1.0	-6.9	-5.6	-2.1	-2.7
COc1ccc(C(CNC(=O)c2ccc(OC)c(S(=O)(=O)N3CCCC3)c2)N2CCCC2)cc1 (centres undefined)	-1.8	0.4	-2.9	0.6	i	-0.5	-2.2	-5.0	-0.8	1.4
CCOC(=O)C1C(=O)C=C(c2ccc(C)cc2)CC1c1ccco1 (centres undefined)	-15.5	-0.7	-1.0	0.5	i	0.0	-16.0	3.5	-0.8	-4.4
CC1(C(=O)NS(=O)(=O)c2cccc(Cl)c2)CCN1C(=O)C1(c2ccccc2)CC1 (centres undefined)	4.8	0.3	0.0	-0.7	i	-0.5	nt	0.3	-0.2	6.9
COc1ccc(NC(=O)c2ccccc2SC)c(OC)c1	3.7	-0.1	-0.3	-0.8	i	1.1	-5.5	-4.8	4.6	-6.0
C=CCn1c(CSCc2ccc(C)cc2)nnc1SCC(=O)NCc1ccccc1	-3.4	-0.1	5.3	-2.3	i	0.0	8.5	1.6	-4.9	-1.4
Cc1ccc(C2CC(c3cccs3)=NN2C(=O)c2ccc(Br)o2)cc1 (centres undefined)	-0.3	-0.8	9.9	6.7	i	0.2	-13.9	8.4	1.9	-5.2
NC(=O)c1ccc(NC(=O)COC(=O)c2ccc(Br)c(S(=O)(=O)N3CCOCC3)c2)cc1	-3.1	-0.6	1.3	0.2	i	-1.2	2.6	2.7	-0.8	1.2
CC(=O)c1c(C)[nH]c(C(=O)OCC(=O)Nc2ccc([N+](=O)[O-])cc2Cl)c1C	-0.1	-0.1	1.5	-1.1	i	-0.6	-5.5	1.3	0.5	1.9
S=c1c2[nH]cnc2ncn1CCSc1ncnc2nc[nH]c12	-6.8	-0.3	-1.5	-3.2	i	3.7	4.7	-0.5	-1.6	-3.6
CCCCCCCCCOC(=O)C(CC(=O)O)N1CCOCC1 (centres undefined)	5.3	-0.2	-1.7	-1.2	i	-0.2	3.8	-2.5	-3.1	0.0
CC(O)(CS(=O)(=O)Cc1ccccc1Cl)C(=O)Nc1cccc(C(F)(F)F)c1 (centres undefined)	-2.2	-0.2	-2.9	1.1	i	-0.2	-9.7	-3.6	-0.6	1.1
CCc1noc(C)c1C(=O)NNC(=O)c1ccccc1F	2.7	-0.6	0.4	-2.8	i	-0.7	-5.8	-0.6	-2.4	1.2
CCOC(=O)c1sc(C)c2c1NC(C)(c1ccccc1)NC2=O (centres undefined)	-1.1	-1.9	2.3	1.4	i	2.0	-6.7	-6.3	-1.3	4.7
CCOc1ccc(NC(=O)c2cc([N+](=O)[O-])ccc2N2CCOCC2)cc1	-27.5	-0.7	1.0	3.0	i	2.1	-8.2	-6.2	-0.1	-7.1
O=c1cnc2ccccc2n1CC1CCCCC1	-6.1	0.0	1.0	0.0	i	1.1	0.4	0.0	2.2	-0.6
COc1ccc(C2CC(c3ccc(Cl)cc3Cl)Nc3nc(N)nn32)cc1OC (centres undefined)	0.6	9.3*	-2.1	-0.1	i	1.0	3.4	3.8	2.9	1.5
Cc1ccc(C(C(=O)NC2CCCC2)N(Cc2ccco2)C(=O)CCC(=O)Nc2cc(C)on2)cc1 (centres undefined)	1.6	-0.1	3.0	0.1	i	0.3	-7.2	-6.0	-1.9	1.1
O=C(CN1C(=O)COc2ccccc21)N1CCOCC1	0.6	0.6	0.6	-0.5	i	-0.4	-2.4	-0.8	-7.7	0.7
Cc1ccc(C2CC2C(=O)NNC(=S)Nc2cccc(Cl)c2)cc1 (centres undefined)	5.1	6.5*	-3.5	-0.1	i	0.6	-17.8	2.6	-0.7	-3.4
Cc1cc(C)n(CC(C)NCc2cn[nH]c2-c2cccc3ccccc23)n1 (centres undefined)	-4.3	-0.8	2.5	1.1	i	0.3	1.7	-5.1	-5.0	-5.5
O=C(C1CCCN(S(=O)(=O)c2cccc3cccnc23)C1)N1CCc2ccccc21 (centres undefined)	4.4	-0.4	-2.6	2.0	i	-0.8	-4.2	5.8	-2.6	-3.1
Cc1ccc2c(n1)sc1c(N)ncnc12	4.0	-1.2	-0.7	-1.6	i	1.9	-6.7	2.1	4.7	1.6
COc1ccccc1N1CCN(C(=O)c2ccccc2SCC(=O)NCc2ccco2)CC1	1.5	-0.5	-1.9	-1.2	i	0.2	-5.7	1.9	2.0	2.1
Cc1ccc(NC(=O)CSc2nnc(CN3CCOCC3)n2-c2ccccc2)cc1	0.0	-1.6	-2.6	-1.5	i	-0.2	-0.7	7.5	2.3	-4.3
CCc1ccc(OCC(=O)NC(C)C)cc1	-2.5	0.6	-3.5	-0.2	i	-0.2	-2.1	-3.8	-8.0	2.3
O=C(OCN1C(=O)C(=O)c2ccccc21)c1ccc(Cl)cc1	-6.1	-0.4	2.6	1.6	i	0.8	-8.3	7.3	-0.9	-2.3
COc1c(C)cc(C(=O)C2CCCN(C(=O)c3ccoc3)C2)cc1C (centres undefined)	1.9	-0.1	2.7	-0.9	i	-0.8	-9.1	-2.1	-5.5	-1.9
COc1ccc(S(=O)(=O)N2CCC(C(=O)NCC(=O)Nc3c(C)cccc3C)CC2)cc1OC	-2.1	-0.5	-3.6	-0.2	i	2.0	6.9	-3.1	-5.2	-1.4
CSc1nc(C)cc(Oc2ccc(OCC(N)=O)nn2)n1	-2.7	0.2	0.6	-2.4	i	-1.3	-11.7	-4.7	-1.3	-0.6
O=C(Nc1nc2ccc([N+](=O)[O-])cc2s1)c1c(F)cccc1F	-8.7	-0.8	-2.1	-2.2	i	0.4	1.6	2.9	-6.1	1.8
